Compound activity deposited in PubChem by National Center for Advancing Translational Sciences (NCATS).
MmCpn inh: M. maripaludis TRiC chaperonin inhibition | purified Mm-Cpn ATPase, ADP Transcreener TR-FRET | Potency, µM (top dose mostly 76.9 µM), for the others: at the highest dose activity, negative = inhibition, most hits filed as inhibitors | 0.031% of 330,000 active; note: potency is the fitted concentration of half-maximal effect; % is set by controls: 0 for no effect and ±100 for the full control effect; nearly all actives have a fitted effect of over 80% in size
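ATPase read-out: TR-FRET ADP immunoassay (anti-ADP Eu cryptate vs ADP-d2), ex 320 nm, em 590/665 nm; signal drops as ADP forms. Enzyme 25 nM, ATP 10 uM, 30 min at 37°C after 10 min compound preincubation.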
A549 viability: kills or reduces viability of A549 cells in Nrf2 counter-screen. A549 ARE-Fluc cells, CellTiter-Fluor viability, 18-24 h. Potency, µM (series often up to 46 µM), for the others: at the highest dose activity change, negative = cytotoxicity, actives largely listed as inhibitors. 0.16% of 390,000 active. AID 504648; note: potency is the fitted concentration of half-maximal effect; % is set by controls: 0 for no effect and ±100 for the full control effect
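A549 ARE_Fluc cells in 5% FBS OPTI-MEM were exposed to compounds in concentration-response for 18-24 h at 37 deg C. Viability was read by CellTiter-Fluor fluorescence (Ex 405/Em 525) after 30 min, before the luciferase read.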
Akt phos inh: blocks phosphorylation of Akt; Neuro2A IGF-stimulated pAkt S473 HTRF, 20 min; active compounds read low; activity change, % for hits at 50 µM; 0.32% of 360,000 active; in the data active = activity change below about -80%; inconclusive = mostly about -51% to -80%; note: % is set by controls: 0 for no effect and ±100 for the full control effect
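Neuro2A cells (4,500/well, DMEM with 0.5% FBS) were treated with compound at a single 50 µM final concentration, stimulated with 6 nM IGF for 20 min at 37 °C, and lysed. Phospho-Akt Ser473 was read by HTRF as 665/615 ratio ×10^4.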
Nrf2 inh: inhibitors of Nrf2 signaling; A549 ARE-Fluc reporter, luciferase luminescence, 18-24 h; Potency, µM (titrated, usually from 46 µM), inactives show top-dose activity change, negative = inhibition, most hits filed as inhibitors; 2.1% of 360,000 active; note: potency is the fitted concentration of half-maximal effect; % is set by controls: 0 for no effect and ±100 for the full control effect; nearly all actives have a fitted effect of over 60% in size
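Quantitative HTS in A549 cells stably bearing an antioxidant response element-firefly luciferase construct. Inhibition of Nrf2-driven transcription was scored by luminescence after 18-24 h of compound exposure at 37 °C.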
CCT chaperon mod: cytosolic chaperonin activity modulation. activity change, % (no concentration beside the values), hits read low. purified chaperonin ATPase assay, HTRF ADP detection, 30 min. 0.3% of 360,000 active; in the data active = activity change below about -30%; note: % is set by controls: 0 for no effect and ±100 for the full control effect
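First, chaperonin was dispensed at 40 nM or 20 nM final depending on batch activity. Next, compounds were pinned at 76 uM and ATP added at 10 uM. After 30 min at 37 °C, ADP detection reagents ran 30 min at ambient temperature.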
Nrf2 activator: Nrf2 pathway activation | AREc32 ARE-luciferase reporter (MCF7-derived line), luminescence, 24 h | Potency, µM (titrated, usually from 46.1 µM), for inactives: at the highest dose activation, usual class: activators | 0.31% of 410,000 active | AID 624171; note: potency is the fitted concentration of half-maximal effect; % of control where 0% means no effect; nearly all actives have a fitted effect of over 65% in size
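ARE activation measured as luciferase luminescence (Steady-Glo, 30 min RT) in AREc32_Fluc cells after 24 hr compound exposure at 37 deg C, 5% CO2; cells seeded overnight at 1000/well in OPTI-MEM, 5% FBS.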
TGFb SMAD3 inh: inhibitors of TGF-b signaling; HepG2 CAGA-GFP TGF-b/SMAD3 reporter, GFP fluorescence, 18 h; TGF-beta stimulated, 500 pg/mL final; Potency, µM (doses to about 46.1 µM), without a hit: top-dose activity, negative = inhibition, actives largely listed as inhibitors; 1.2% of 410,000 active; note: potency is the fitted concentration of half-maximal effect; % is set by controls: 0 for no effect and ±100 for the full control effect; nearly all actives have a fitted effect of over 65% in size
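TGF-beta reporter screen: HEPG2 CAGA-GFP, 1% FBS, 500 pg/mL TGF-beta final, 18 h; per-cell GFP summed per well; curves fitted and categorized by class.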
EPAC2 antag: EPAC2 (human) antagonism. Q8WZA2. Potency, µM (doses to about 114 µM), inactives show at the highest dose activity, negative = inhibition, usual class: inhibitors. 0.18% of 360,000 active. EPAC2 GEF exchange of Rap1B-BODIPY-GDP, fluorescence; note: potency is the fitted concentration of half-maximal effect; % is set by controls: 0 for no effect and ±100 for the full control effect; nearly all actives have a fitted effect of over 45% in size; many of its hits are not listed in these tables
Target sequence (Q8WZA2 whole entry, looked up): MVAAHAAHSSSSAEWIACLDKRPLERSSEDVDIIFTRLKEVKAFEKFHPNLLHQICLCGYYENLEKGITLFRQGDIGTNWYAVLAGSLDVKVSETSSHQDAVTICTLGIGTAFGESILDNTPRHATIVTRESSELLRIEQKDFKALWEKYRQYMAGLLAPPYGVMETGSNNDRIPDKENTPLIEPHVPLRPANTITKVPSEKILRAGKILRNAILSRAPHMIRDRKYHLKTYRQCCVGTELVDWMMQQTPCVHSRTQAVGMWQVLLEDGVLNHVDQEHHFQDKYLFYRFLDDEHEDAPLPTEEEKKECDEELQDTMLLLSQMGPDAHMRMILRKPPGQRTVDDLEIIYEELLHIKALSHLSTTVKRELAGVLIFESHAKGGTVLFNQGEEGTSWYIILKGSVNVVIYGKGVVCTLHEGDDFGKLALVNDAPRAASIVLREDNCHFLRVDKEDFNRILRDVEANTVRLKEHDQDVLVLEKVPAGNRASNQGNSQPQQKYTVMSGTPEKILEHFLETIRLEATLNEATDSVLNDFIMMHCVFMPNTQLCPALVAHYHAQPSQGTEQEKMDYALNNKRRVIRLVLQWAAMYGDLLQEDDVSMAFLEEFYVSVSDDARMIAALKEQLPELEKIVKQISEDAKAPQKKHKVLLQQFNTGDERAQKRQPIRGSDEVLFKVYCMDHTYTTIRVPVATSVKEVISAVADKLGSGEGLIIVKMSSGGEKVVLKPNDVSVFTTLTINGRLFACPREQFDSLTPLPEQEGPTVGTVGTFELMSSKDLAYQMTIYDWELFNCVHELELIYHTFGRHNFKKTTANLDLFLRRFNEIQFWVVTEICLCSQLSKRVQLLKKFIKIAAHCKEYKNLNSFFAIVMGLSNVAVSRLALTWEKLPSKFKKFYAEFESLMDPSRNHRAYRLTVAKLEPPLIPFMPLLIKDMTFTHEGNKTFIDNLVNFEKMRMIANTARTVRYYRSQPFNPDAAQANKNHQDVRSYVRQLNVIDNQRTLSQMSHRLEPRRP
EPAC2 agonist: EPAC2 (human) agonism | Potency, µM (titrated, usually from 154 µM), without a hit: at the top dose activation, most hits filed as activators | EPAC2 activation, biochemical qHTS; response scale: 100% = 6.5 mM cAMP response | AID 720711 | 0.079% of 360,000 active | Q8WZA2; note: potency is the fitted concentration of half-maximal effect; nearly all actives have a fitted effect of over 50% in size
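EPAC2 (100 nM) mixed with Rap1B loaded with BODIPY-GDP (250 nM) plus 50 uM unlabeled GDP; compounds pinned in, 5 min RT, then read every 5 min for 30 min (ex 480, em 540 nm). Normalized to cAMP control.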
* marks the source's active call; other numbers are inactive results; i = inactive; ? = inconclusive; nt = no result given; [ ] = remark or other dose. Unless noted, calls come from the whole dose curve; as a rule, active = well fitted curve in the direction sought with a large enough effect; inconclusive = small, poorly fitted or top-dose-only effect, or another doubt; inactive = no such curve, though single readings can be large; an effect the other way counts as inactive or inconclusive. Some of the compounds tested; rates above refer to the full screens.

Results follow in this order: MmCpn inh | A549 viability | Akt phos inh | Nrf2 inh | CCT chaperon mod | Nrf2 activator | TGFb SMAD3 inh | EPAC2 antag | EPAC2 agonist
Cc1ccc(-n2ncc3c(SCC(=O)Nc4cc(C)on4)ncnc32)c(C)c1
    -1% | 8% | i | 0% | -2.0 | 1.5% | 3% | -4% | 1%
Cc1ccc(NS(=O)(=O)c2cccc(C(=O)n3ncc(C#N)c3N)c2)c(C)c1
    1% | 8% | i | 8% | -4.8 | -0.1% | 21% | -2% | 6%
COc1ccc(C2CC(c3ccccc3)=NN2C(=O)COC(=O)c2cnc(Cl)c(Cl)c2)cc1 (stereo not drawn)
    -1% | 2% | i | 0% | -0.3 | 0.0%[9.22 µM] | -16% | -5% | -11%
O=C(N/N=C/c1ccc(Br)s1)c1ccco1
    2% | -6% | i | 23% | 1.4 | ? | 3% | -20% | 0%
O=C(Cn1cc(COc2c(F)c(F)c(Br)c(F)c2F)nn1)c1ccc(O)cc1
    nt | -2% | i | -19% | -3.4 | -0.3% | ? | -18% | 7%
COc1ccc(-c2nc(CN3CCC(C(=O)N4CCc5ccccc54)CC3)c(C)o2)cc1OC
    -1% | 3% | i | 1% | -0.2 | 3.4% | ? | 12% | 6%
CN1C(=O)C(O)(CC(=O)c2ccncc2)c2ccccc21 (stereo not drawn)
    2% | -6% | i | 12% | -2.0 | 2.9% | 0% | -2% | 1%
Cc1cc(NC(=O)CSc2nc(=O)n(CCCN(C)C)c3c2CCCC3)no1
    -17% | -3% | i | 9% | 0.5 | 0.0% | ? | 11% | 3%
CCSc1nc(-c2ccccc2)cc(=O)[nH]1
    2% | 18% | i | ? | 0.7 | -0.5% | 4% | 1% | -1%
COC(=O)C1=C(N)OC2=C(C(=O)CC(C)(C)C2)C1c1cccnc1 (stereo not drawn)
    1% | 10% | i | -13% | 1.0 | 0.1% | -20% | -3% | -6%
Cc1ccc(NC(=O)c2c(NC(=O)CCC(=O)O)sc3c2CCCCC3)cc1
    4% | -6% | i | ? | -9.1 | 7.1% | 3% | 3% | 13%
CCNC(=S)Nc1cccc(S(=O)(=O)Nc2ccccc2OC)c1
    -1% | 7% | i | -5% | 0.1 | 1.9% | -4% | 5% | 8%
O=C(CNC(=O)c1sc2ccccc2c1Cl)NCc1ccc(F)cc1
    1% | 5% | i | ? | 0.3 | 0.4% | -9% | -6% | 8%
CC1(C)c2ccccc2C(=O)c2ccccc21
    nt | 0% | i | 7% | -2.4 | -0.7% | 21% | 0% | 4%
COc1cc(/C=C/C(=O)OCC(=O)NC(=O)NC(C)C)cc(OC)c1OC
    -1% | ? | i | -8% | -2.0 | 0.5% | -3% | -16% | 2%
COc1ccc2nc(C)cc(Nc3ccc(Cl)c(Cl)c3)c2c1
    nt | -13% | nt | ? | nt | 17% | ? | nt | nt
CCn1c(SCC(=O)Nc2nc(C)cs2)nnc1-c1ccoc1C
    -1% | -1% | i | -16% | -0.5 | -0.3% | 0% | -1% | -8%
COc1ccc(C(=O)NCc2nnc(SCC(=O)NC3CCCC3)o2)cc1
    2% | -6% | i | -9% | -0.8 | -2.3% | 9% | -1% | 4%
CCN(C(=O)CSc1cccc[n+]1[O-])C1CCCCC1
    0% | 1% | i | 8% | 0.1 | -1.3% | 2% | 6% | 5%
CCOc1ccc(-c2cnc3ccccc3n2)cc1
    -15% | 21% | i | ? | 2.2 | -0.3% | -4% | -1% | 2%
CC1CN(C(=O)c2cc3ccccc3cc2O)CC(C)O1 (stereo not drawn)
    1% | -7% | i | 9% | -0.9 | 1.8% | 0% | 8% | 4%
O=C(NC1CCSc2ccccc21)c1cccc(Cl)c1 (stereo not drawn)
    0% | 10% | i | -22% | -2.0 | -0.1% | -22% | -7% | 10%
Cc1ccccc1OCC(=O)Nc1ccc2nc(SCCOc3ccccc3)sc2c1
    nt | -5% | nt | -15% | nt | -0.7% | -11% | nt | nt
NC(=O)C1CCN(C(=O)OCc2ccccc2)CC1
    0% | -2% | i | 11% | -4.3 | 1.2% | 12% | 5% | -3%
COc1cc(OC)c(S(=O)(=O)NC(C)C)cc1C(=O)O
    -2% | -14% | i | -1% | -0.7 | -1.2% | -4% | 7% | 0%
Cc1cccc(Cn2c(SCc3ccc(C(=O)NCCc4ccccc4)cc3)nc3ccncc32)c1
    nt | -26% | nt | ? | nt | 0.1% | 7.9µM* | nt | nt
Cn1c(SCc2ccccn2)nnc1-c1ccccc1
    1% | -1% | i | ? | -6.7 | 0.8% | -11% | -4% | 7%
O=C(O)CC(NS(=O)(=O)Cc1ccccc1)c1cccc([N+](=O)[O-])c1 (stereo not drawn)
    -3% | -6% | i | 6% | 1.2 | 0.4% | 0% | 1% | 5%
COc1ccc(NC(=S)NCCc2c[nH]c3ccccc23)c(OC)c1
    -1% | -1% | i | 8% | -2.4 | 0.1% | 1% | 5% | -2%
N#CC1=C(S)N(c2ccccc2)C(c2cccs2)NC1=O (stereo not drawn)
    -2% | -5% | i | -17% | -1.2 | -0.3% | ? | 1% | -1%

Four entries already listed, ordered by formula weight, falling.
Results follow in this order: MmCpn inh | A549 viability | Akt phos inh | Nrf2 inh | CCT chaperon mod | Nrf2 activator | TGFb SMAD3 inh | EPAC2 antag | EPAC2 agonist
O=C(Cn1cc(COc2c(F)c(F)c(Br)c(F)c2F)nn1)c1ccc(O)cc1
    nt | -2% | i | -19% | -3.4 | -0.3% | ? | -18% | 7%
COc1cc(/C=C/C(=O)OCC(=O)NC(=O)NC(C)C)cc(OC)c1OC
    -1% | ? | i | -8% | -2.0 | 0.5% | -3% | -16% | 2%
N#CC1=C(S)N(c2ccccc2)C(c2cccs2)NC1=O (stereo not drawn)
    -2% | -5% | i | -17% | -1.2 | -0.3% | ? | 1% | -1%
CC1CN(C(=O)c2cc3ccccc3cc2O)CC(C)O1 (stereo not drawn)
    1% | -7% | i | 9% | -0.9 | 1.8% | 0% | 8% | 4%

(cont.)
Results follow in this order: MmCpn inh | A549 viability | Akt phos inh | Nrf2 inh | CCT chaperon mod | Nrf2 activator | TGFb SMAD3 inh | EPAC2 antag | EPAC2 agonist
O=C(CNC(=O)c1nn(Cc2ccccc2)c(=O)c2ccccc12)Nc1ccc(F)c(F)c1F
    -3% | -12% | i | -6% | -0.5 | -0.3% | -3% | 31%[activator] | -2%
O=C(CCCN1C(=O)c2ccccc2C1=O)NCCc1ccc(OC(F)F)cc1
    -2% | -4% | i | -5% | -1.4 | -0.2% | 0% | 1% | -4%
O=C(CSc1nc(CCC2CCCC2)nc2ccccc12)NCc1ccc2c(c1)OCO2
    -2% | 0% | i | -15% | -1.0 | 3.5% | ? | -2% | 0%
COc1ccc(OC)c(NC(=O)Cn2ncc3c2-c2ccccc2OC3)c1
    nt | 0% | nt | -2% | nt | 0.9% | ? | nt | nt
NC(=O)CSc1nnc(CNc2ccc(F)cc2)n1CC1CCCO1 (stereo not drawn)
    1% | -1% | i | 14% | 1.8 | -0.2% | -10% | -3% | 9%
NC(=O)c1nnsc1-c1ccc(-c2snnc2C(N)=O)cc1
    -4% | 2% | i | 0% | 0.2 | -0.2% | 26% | 12% | 5%
CC1CCCCN1C(=O)CSc1nc(-c2ccccc2)no1 (stereo not drawn)
    nt | -12% | nt | ? | nt | 8.7% | 3% | nt | nt
CN(C)c1ccc(NC(=O)c2sc(SCC(=O)Nc3ccc(Br)cc3)nc2N)cc1
    1% | -16% | i | -9% | 0.2 | -0.2% | 2% | 9% | -15%
Cc1cccc(NCc2cc(Cl)cc(Cl)c2O)n1
    -1% | 1% | i | -26% | -1.0 | 3.2% | -22% | -9% | 22%
Cc1ccc(-c2cc(C(=O)N3CCN(c4ccccc4O)CC3)c3ccccc3n2)o1
    0% | -6% | i | 14% | -1.7 | 0.1% | 0% | -6% | 2%
CSc1ccc(S(=O)(=O)Nc2ccc(S(=O)(=O)Nc3ccc(C)cc3)cc2)cc1
    2% | 10% | i | nt | -1.3 | -0.2% | ? | -9% | 16%
O=C(CNS(=O)(=O)c1ccc(Br)s1)N1CCN(C(=O)c2ccco2)CC1
    1% | -2% | i | 0% | -1.7 | -1.0% | -20% | -7% | 6%
COc1ccc(C(=O)CC(=O)C(=O)Nc2ccccc2OC)cc1
    -1% | 0% | i | 1% | -1.2 | 9.0% | 9% | -1% | 12%
CCCCCCOc1ccc(N2C(=O)CC(NCc3ccc(S(N)(=O)=O)cc3)C2=O)cc1 (stereo not drawn)
    -1% | 12% | i | -3% | 0.4 | 0.2% | -4% | 5% | 1%
COC(=O)CSc1nnc(-c2sc3cc(OC)ccc3c2Cl)n1C
    -3% | 3% | i | 1% | 0.3 | 0.4% | 15% | -5% | 11%
Cc1ccc(S(=O)(=O)N(Cc2cccc(F)c2)C(=O)N2CCN(C)CC2)cc1
    1% | -3% | i | 13% | -1.0 | -0.6% | 1% | 0% | -3%
COc1ccccc1N1CCN(CC(O)COc2ccc(C)cc2C)CC1 (stereo not drawn)
    -1% | -6% | i | -6% | -1.5 | 2.3% | 1% | -2% | 10%
O=C(Nc1cccnc1)C1CC(c2ccccc2O)=NO1 (stereo not drawn)
    0% | 0% | i | ? | 2.6 | 5.4% | 1% | 8% | 5%
O=C1NC(=O)/C(=C/c2cccc([N+](=O)[O-])c2)N1
    0% | 5% | i | 9% | 0.4 | -0.2% | -1% | 2% | -3%
COc1cc2nc(SCC(=O)Nc3cccc(C)c3)n3nc(-c4ccccc4)nc3c2cc1OC
    nt | 21% | nt | ? | nt | -0.8% | 1% | nt | nt
